FUS yeast rescue: suppressors of FUS proteinopathy in yeast | hit rate 0.24% among 390,000 | AID 1347120 | S. cerevisiae FUS-expressing, growth rescue, OD600, 24 h | Potency, µM (top dose mostly 76.6 µM), without a hit: at the highest dose growth rescue (activation), actives largely listed as activators;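 also: potency is read from the fitted curve at half-maximal effect; plate controls were DMSO vehicle for no effect and reference control for full effect; nearly all actives have a fitted effect of over 55% in size; some results filed as inactive show a strong effect at the top dose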
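Cultures pregrown in 2.5% raffinose medium are shifted to minimal medium containing 2% galactose to express toxic FUS. Compounds are tested at several concentrations. After 24hr at 30C, growth is quantified at 600 nm absorbance.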
TDP-43 yeast inh: TDP-43 toxicity inhibition in yeast. TDP-43 expressing yeast growth rescue, BacTiter-Glo, 24 h. Potency, µM (highest dose often 46.1 µM), for inactives: at the top dose growth rescue (activation), hits mostly activators. hit rate 1.8% among 410,000. AID 652104; also: potency is read from the fitted curve at half-maximal effect; % of control where 0% means no effect; nearly all actives have a fitted effect of over 50% in size
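In this qHTS, compounds that restore growth of yeast expressing TDP-43 appear as activators. Cells (OD600=0.02, galactose medium, raffinose-pregrown) are incubated with compound 24 hr at 30 deg C and growth is quantified by BacTiter-Glo.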
Mm-Cpn inhibitor: inhibitors of Methanococcus maripaludis chaperonin (MmCpn) | purified Mm-Cpn ATPase, ADP Transcreener TR-FRET | Potency, µM (highest dose often 76.9 µM), without a hit: top-dose activity, negative = inhibition, hits mostly inhibitors | hit rate 0.031% among 330,000; also: potency is read from the fitted curve at half-maximal effect; % is scaled to controls: 0 for no effect and ±100 for the full control effect; nearly all actives have a fitted effect of over 80% in size
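25 nM Mm-CPN + cpd, 10 min 37°C; + 10 uM ATP, 30 min 37°C; buffer 30 mM Tris pH 7.4, 100 mM KCl, 5 mM MgCl2, 1 mM DTT; Transcreener ADP HTRF detection 30 min RT.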
GLP1R cytotox: cytotoxic in the GLP-1 receptor inverse agonist counter-screen; Potency, µM (series often up to 38.3 µM), for the others: at the highest dose activity change, negative = inhibition, most hits filed as inhibitors; HEK293 cAMP-luciferase reporter cells, luminescence, 24 h; hit rate 0.13% among 410,000;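 also: loss of luciferase light is scored as toxicity; potency is read from the fitted curve at half-maximal effect; % is scaled to controls: 0 for no effect and ±100 for the full control effect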
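Seeding density was 200 cells/uL; after overnight-length (12 h) culture, 23 nL compounds went on for 24 h at 37 °C. Readout used a luciferase detection reagent, luminescence taken after 12 min at room temperature.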
GLP1R inv ag: GLP-1 receptor (human) inverse agonism. P43220. HEK293 GLP-1R CRE-luciferase, luminescence, 24 h; GLP-1R form is constitutively active. Potency, µM (highest dose often 38.3 µM), without a hit: top-dose activity change, negative = inhibition, actives largely listed as inhibitors. hit rate 1.6% among 410,000. AID 624417; also: potency is read from the fitted curve at half-maximal effect; % is scaled to controls: 0 for no effect and ±100 for the full control effect; nearly all actives have a fitted effect of over 55% in size
Target sequence (P43220 whole entry, looked up): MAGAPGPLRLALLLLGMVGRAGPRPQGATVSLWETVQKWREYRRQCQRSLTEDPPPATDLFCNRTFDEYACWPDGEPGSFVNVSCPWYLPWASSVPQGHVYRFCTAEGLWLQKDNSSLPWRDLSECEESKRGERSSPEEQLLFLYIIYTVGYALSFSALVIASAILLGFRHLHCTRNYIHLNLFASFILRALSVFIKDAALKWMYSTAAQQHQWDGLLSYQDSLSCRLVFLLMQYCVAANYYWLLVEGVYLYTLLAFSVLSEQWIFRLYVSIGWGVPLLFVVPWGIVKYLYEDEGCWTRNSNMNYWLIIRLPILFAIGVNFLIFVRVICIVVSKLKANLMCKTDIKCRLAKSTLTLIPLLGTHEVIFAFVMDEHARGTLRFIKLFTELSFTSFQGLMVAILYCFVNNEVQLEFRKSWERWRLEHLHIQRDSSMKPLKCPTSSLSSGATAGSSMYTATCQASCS
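Inverse agonists were sought by their lowering of basal cAMP reporter luciferase output in HEK293 cells stably carrying constitutively active human GLP-1R, after 24 h compound treatment.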
aSyn yeast inh: alpha-synuclein toxicity inhibition in yeast; hit rate 0.14% among 370,000; Yeast expressing alpha-synuclein, growth rescue, BacTiter-Glo, 24 h; Potency, µM (highest dose often 46.1 µM), without a hit: at the top dose growth rescue (activation), most hits filed as activators; also: potency is read from the fitted curve at half-maximal effect; % of control where 0% means no effect; nearly all actives have a fitted effect of over 65% in size
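Rescue of yeast growth: cells expressing toxic alpha-synuclein, induced in galactose at OD600 0.02, incubated with compound 24 h at 30 C. ATP luminescence quantified growth; inhibitors of toxicity appear as activators.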
Abeta yeast res: A-beta toxicity reversal in yeast; yeast expressing A-beta42, growth rescue, OD600, 48 h; response scale: 0% DMSO, 100% iron-clioquinol control; Potency, µM (titrated, usually from 46.1 µM), for inactives: at the top dose growth rescue, hits mostly activators; hit rate 0.063% among 410,000; AID 1347071; also: potency is read from the fitted curve at half-maximal effect; nearly all actives have a fitted effect of over 55% in size
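Growth rescue measured by 600 nm absorbance after 48 h yeast culture at 30 C with compound. Values normalized between DMSO and an equimolar ferric chloride plus clioquinol control.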
PTHR1 ag: PTHR1 (human) receptor agonism; HEK293 GP2 PTHR1 cells, GloSensor cAMP luminescence, 1 h; Potency, µM (titrated, usually from 115 µM), for inactives: at the top dose activation, hits mostly activators; hit rate 0.075% among 410,000; also: potency is read from the fitted curve at half-maximal effect; nearly all actives have a fitted effect of over 55% in size; some results filed as inactive show a strong effect at the top dose; inactives centre near -15; many of its hits are not listed in these tables
Target sequence (Q03431 whole entry, looked up): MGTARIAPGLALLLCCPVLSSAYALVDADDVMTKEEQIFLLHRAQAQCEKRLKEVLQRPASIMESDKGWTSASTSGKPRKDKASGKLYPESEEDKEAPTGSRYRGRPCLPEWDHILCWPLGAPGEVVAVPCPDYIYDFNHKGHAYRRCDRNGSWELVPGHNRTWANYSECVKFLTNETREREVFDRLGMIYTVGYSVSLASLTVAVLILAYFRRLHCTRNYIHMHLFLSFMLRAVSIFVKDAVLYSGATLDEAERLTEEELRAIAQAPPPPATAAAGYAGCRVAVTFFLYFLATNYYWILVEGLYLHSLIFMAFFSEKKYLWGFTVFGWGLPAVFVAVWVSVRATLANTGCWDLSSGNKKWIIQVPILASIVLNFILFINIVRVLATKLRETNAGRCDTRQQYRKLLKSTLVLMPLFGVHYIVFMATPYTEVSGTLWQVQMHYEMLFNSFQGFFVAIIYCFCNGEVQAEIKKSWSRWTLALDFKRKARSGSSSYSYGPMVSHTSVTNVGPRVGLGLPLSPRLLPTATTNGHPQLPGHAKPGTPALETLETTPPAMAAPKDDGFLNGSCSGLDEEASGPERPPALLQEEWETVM
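HEK-293-derived GP2 cells expressing PTHR1 and a GloSensor cAMP reporter, 3,000/well, plated overnight, given luciferin plus IBMX (each 0.5 mM as added) for 1 h at 37 °C, then compound for 1 h at 37 °C. Luminescence was read after 15 min at room temperature.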
pAkt inh: inhibitors of Akt phosphorylation. Neuro2A IGF-stimulated pAkt S473 HTRF, 20 min; hits give low values. activity change, % for hits at 50 µM. hit rate 0.32% among 360,000. AID 651550; in the data active = activity change below about -80%; inconclusive = mostly about -51% to -80%; also: % is scaled to controls: 0 for no effect and ±100 for the full control effect
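Neuro2A cells in DMEM with 0.5% FBS, overnight at 37 deg C, given compound at single 50 µM final, then IGF (6 nM final) for 20 min at 37 deg C. Lysed; phospho-Akt Ser473 by HTRF after 24 h, 665/615 ratio.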
The depositor's hits bear a star; i = inactive; ? = inconclusive; . = not tested or not shown; [ ] = dose if it differs, or a comment. Unless noted, calls follow the shape of the dose curve; as a rule, active = well fitted curve in the direction sought with a large enough effect; inconclusive = small, poorly fitted or top-dose-only effect, or another doubt; inactive = no such curve, though single readings can be large; an effect the other way counts as inactive or inconclusive. The list is partial, so the mix of outcomes need not match the whole.

item | structure | FUS yeast rescue | TDP-43 yeast inh | Mm-Cpn inhibitor | GLP1R cytotox | GLP1R inv ag | aSyn yeast inh | Abeta yeast res | PTHR1 ag | pAkt inh
1 | NS(=O)(=O)c1ccc(N=C2C(=O)Nc3ccccc32)cc1 | -16% | -9% | 5% | 2% | 18% | 2% | -15% | 25% | i
2 | Cc1c(C=O)cnn1CCC(=O)O | 3% | -4% | . | 0% | 9% | -12% | 4% | i | i
3 | COc1ccc(OC)c(NC(=O)C2CCC(CNc3c(N4CCC(C)CC4)c(=O)c3=O)CC2)c1 (stereo not given) | 17% | 25% | 0% | -22% | 1% | 2% | 2% | i | i
4 | O=C(/C=C/c1ccc(S(=O)(=O)N2CCOCC2)cc1)N1CCN(c2ccc(F)cc2)CC1 | 14% | -23% | 1% | 1% | -42% | 9% | 4% | -86%[inhibitor] | i
5 | CC(C)C(NC(=O)c1ccccc1F)C(=O)NCc1ccc(S(=O)(=O)N2CCOCC2)cc1 (stereo not given) | 11% | -5% | 0% | 8% | 59%[activator] | 0% | -2% | i | i
6 | Cc1ccc(CNC(=O)c2ccc(C)s2)cc1 | -7% | 12% | . | 3% | 27% | 0% | 25% | -9% | i
7 | O=C(Nc1ccccc1F)c1ccc(OCc2ccccc2)cc1 | . | 4% | -19% | 0% | 7% | -1% | 8% | i | i
8 | CS(=O)(=O)N1CCC(C(=O)Nc2ccc(Cl)cc2)CC1 | 25% | 7% | 1% | -20% | 15% | -1% | -12% | -3% | i
9 | CCOc1ncccc1C(=O)OCC(=O)NCCc1ccc(S(N)(=O)=O)cc1 | ? | 22% | 0% | 1% | 0% | 2% | 2% | i | i
10 | CCC(c1nnnn1-c1ccc2c(c1)OCCO2)N1CCN(CC)CC1 (stereo not given) | -13% | 5% | . | 12% | 19% | -3% | -5% | -19% | i
11 | O=C(CN1C(=O)NC2(CCCC2)C1=O)OCc1ccc(Cl)c(Cl)c1 | 10% | -17% | 0% | 15% | -18% | 1% | -2% | i | i
12 | CC(C)(C)CC(=O)Nc1ccc(-c2nnc3n2CCCCC3)cc1 | -13% | 9% | -4% | -15% | 5% | -1% | 0% | i | i
13 | Cc1ccc(NC(=O)CSc2nnc(CNC(=O)c3cccs3)o2)c(C)c1 | -13% | -2% | -1% | 0% | 0% | -7% | 12% | -10% | i
14 | CCC1(c2ccc(Cl)cc2)NC(=S)N(c2ccc(C)c(C)c2)N1 (stereo not given) | 12% | ? | -2% | 6% | 8% | -10% | -3% | -19% | i
15 | CC1CCN(C(=O)C2CCN(S(=O)(=O)N3CCC4(CC3)OCCO4)CC2)CC1 | -15% | 0% | -1% | -11% | 26% | 2% | 5% | -2% | i
16 | O=C(Oc1ccccc1N1C(=O)C2CCCCC2C1=O)c1ccccc1F (stereo not given) | 5% | 6% | -2% | 14% | 3% | 5% | 15% | i | i
17 | Cc1cc(C)n2c(Nc3ccc4c(c3)OCCO4)c(C3CC3)nc2n1 | 11% | 0% | . | -9% | 11% | 2% | -12% | -3% | i
18 | O=C(CN1C(=O)NC2(CCCCCC2)C1=O)c1ccc(Cl)cc1 | -11% | -27% | -4% | 0% | ? | 10% | -17% | -68%[inhibitor] | i
19 | CCOC(=O)c1c(NC(=O)CSc2cn(CCNC(=O)c3ccccc3OC)c3ccccc23)sc2c1CCCC2 | ? | 0% | . | 2% | -23% | . | -3% | i | .
20 | CC(NC(=O)c1ccccc1NS(C)(=O)=O)c1ccccc1 (stereo not given) | -7% | 2% | -1% | -3% | -1% | 2% | 12% | i | i
21 | COC(=O)CCC(=O)Nc1cccc2c(NC(=O)CCC(=O)OC)cccc12 | -7% | 7% | 3% | 8% | 34%[activator] | -7% | 4% | i | i
22 | O=C(O)CN(CCc1ccccc1)S(=O)(=O)c1ccccc1 | 6% | 6% | 0% | 1% | 14% | 1% | 14% | -16% | i
23 | COc1ccc(C2=NN(CC(=O)NCc3ccco3)C(=O)CC2)cc1 | . | 8% | -1% | -16% | 12% | 0% | -7% | i | i
24 | COc1ccc(CCNC(=O)CSc2ccc3nnc(CCNC(=O)c4ccc(C)cc4)n3n2)cc1OC | 5% | 2% | . | 2% | 2% | 0% | -11% | -21% | i
25 | CSc1ncccc1C(=O)NCCc1ccc(Cl)cc1 | 9% | 18% | 0% | -5% | -28% | 4% | -2% | 8% | i
26 | O=C(c1cccs1)c1cn(CCOc2ccccc2F)c2ccccc12 | 9% | 12% | . | 4% | 2% | . | -2% | -42%[inhibitor] | .
27 | Cc1cccc(CCNC(=O)CCNS(=O)(=O)c2cc(Br)cnc2N)c1 | 15% | -8% | 0% | -2% | ? | -1% | 13% | -40%[inhibitor] | i
28 | CCOc1cc(CNc2ccc(N3CCOCC3)cc2)cc(Br)c1OCC | ? | 24% | 1% | 3% | ? | 8% | -3% | -22% | i
29 | c1ccc2oc(SCc3cn4ccccc4n3)nc2c1 | 13% | -10% | 1% | 2% | 0% | -4% | 3% | -64%[inhibitor] | i
30 | CNC(=S)N(CCc1cccc(C)c1)Cc1cc2cc(OC)c(OC)cc2[nH]c1=O | . | 0% | 0% | ? | 16% | -4% | 12% | i | i
31 | O=C(NCCNC(=O)c1cnccn1)c1ccc(Cl)cc1 | 12% | -13% | 0% | -1% | 11% | 2% | 4% | -5% | i
32 | Cc1ccc(C)c(N2CCN(S(=O)(=O)c3ccc(F)c(C(=O)Nc4ccc(Cl)cc4Cl)c3)CC2)c1 | -5% | 8% | . | 0% | 16% | . | -12% | i | .
33 | COc1ccc(CCNC(=O)C(C)n2c(=O)cc(-c3ccccc3)c3c(C)nn(C)c32)cc1OC (stereo not given) | 30% | ? | . | 0% | 12% | . | -17% | -3% | .
34 | CC1=C(C(=O)Nc2ccccn2)C(c2ccc(Cl)cc2Cl)NC(=S)N1 (stereo not given) | 3% | -10% | 0% | -7% | 17% | -2% | -13% | -12% | i
35 | COc1ccc(O)c(C(=O)/C=C/c2cc3ccccc3o2)c1 | 0% | ? | -1%[15.4 µM] | -16% | ? | -13% | -2% | -1%[57.5 µM] | i
36 | COc1ccc(C(=O)NCCOc2ccccc2)cc1S(=O)(=O)N1CCOCC1 | 9% | 1% | 0% | -8% | 5% | 0% | -10% | -1% | i
37 | O=C(Cc1ccc(Br)cc1)NCCc1ccccc1 | 1% | 0% | . | -1% | ? | 8% | 4% | -14% | i
38 | CCOC(=O)CNC(=O)C1CCN(S(=O)(=O)c2ccc(-c3nn[nH]n3)cc2)CC1 | -1% | -11% | 0% | -1% | 11% | 0% | -7% | -3% | i
39 | CC(=O)Nc1ccc(S(=O)(=O)N(C)c2ccc(OCC(=O)Nc3ccccc3C(C)=O)cc2)cc1 | 35% | 9% | -17% | -1% | 12% | -3% | -16% | -23% | i
40 | O=C(CN1CCC(NC(=O)Nc2ccccc2-c2ccccc2)CC1)NCc1ccco1 | 27% | -18% | 0% | -2% | -2% | 0% | -7% | i | i
41 | COc1ccc(CC(=O)c2ccc(OC3OC(CO)C(O)C(O)C3O)cc2O)cc1 (stereo not given) | -8% | 15% | 0% | 4% | 10% | 11% | 3% | i | i
42 | Cn1c(CCNC(=O)c2cccs2)nnc1SCC(=O)N1CCN(c2ccccc2)CC1 | 19% | -10% | -2% | 1% | -2% | 0% | 15% | -5%[57.5 µM] | .
43 | Cc1ccc2c(c1)c1c3n2CCN(C(=O)Cn2c(-c4ccccc4)noc2=O)C3CCC1 (stereo not given) | 34% | ? | -6% | 4% | 2% | 19% | 44% | i | i
44 | CCCC(=O)C1=C(N(C)c2ccccc2)CC(C)(C)C(C(=O)OC)C1=O (stereo not given) | -13% | -2% | 1% | -4% | 7% | 6% | 15% | i | i
45 | CCOc1ccc(CN2CCSCC2)cc1 | 1% | 11% | -1% | 23% | 30% | -2% | 10% | i | i
46 | CCC1(c2ccccc2)NC(=O)N(CC(=O)Nc2cc(S(=O)(=O)N3CCOCC3)ccc2OC(C)C)C1=O (stereo not given) | ? | 24% | 0% | -1% | -4% | 8% | -7% | -20% | i
47 | CC1=C(C(N)=O)C(c2ccc(C)cc2)n2nc(SCc3ccccc3)nc2N1 (stereo not given) | 4% | -1% | . | -6% | 0% | . | -15% | -95%[inhibitor] | .
48 | Cc1ccc2c(c1)N(CC(=O)N1CCCc3ccccc31)C(=O)C(C)O2 (stereo not given) | 4% | 0% | 0% | -9% | -27% | 8% | 5% | -55%[inhibitor] | i
49 | CCCC[C@@H]1CNC(=S)N1CCc1cccc(F)c1 | 3% | ? | . | 3% | ? | 6% | 11% | i | i
50 | COc1ccc(-c2cc(C)no2)cc1S(=O)(=O)N1CCN(c2ccc(C(C)=O)cc2)CC1 | -4% | -2% | . | 3% | 5% | . | -2% | -27% | .
51 | COc1ccc(-n2c(=O)c3c(c4cc(OC)ccc4n3C)n(Cc3c(F)cccc3Cl)c2=O)cc1 | -1% | 10% | . | 8% | 10% | . | -13% | -13% | .
52 | O=C1CCC2(CCCC2)c2ccccc21 | -7% | 17% | . | 3% | 11% | 6% | -3% | i | i
53 | Nn1c(SCC(=O)Nc2cc(S(=O)(=O)N3CCOCC3)ccc2Cl)nnc1-c1cccnc1 | 28% | 14% | 1% | -1%[7.66 µM] | 4%[7.66 µM] | 2% | -7% | -30% | i
54 | O=C(c1ccccn1)N1CCN(S(=O)(=O)c2ccccc2)CC1 | 5% | . | 0% | -6% | -1% | -2% | 3% | -21% | i

Assay outcomes: PubChem BioAssay, National Center for Advancing Translational Sciences (NCATS)
